High-throughput results (PubChem)
RGS7-Gao: RGS7-Galphao binding modulators, primary screen, biochemical, multiplexed bead flow cytometry. 220,000 tested, 0.35% active. binding response (% of control), % at 10 µM. actives lie on both sides; in the data active means binding response below about 49% or above about 150%; inconclusive means no clear call, values can overlap the other calls; inactive means in between;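 further: fluorescent Galphao held in activated GDP-AlF4 state binding bead-coupled RGS7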
Bim-Bcl-XL: inhibitors of Bim-Bcl-XL binding, primary screen, biochemical, multiplexed, bead flow cytometry, human Bcl-XL | 190,000 tested, 0.04% active | inhibition, % at 10 µM | AID 1007, 2008 | Bim peptide-Bcl-XL binding, fluorescence | Bcl-2-like protein 1 (Homo sapiens), Q07817
Target sequence (Q07817 whole entry, looked up): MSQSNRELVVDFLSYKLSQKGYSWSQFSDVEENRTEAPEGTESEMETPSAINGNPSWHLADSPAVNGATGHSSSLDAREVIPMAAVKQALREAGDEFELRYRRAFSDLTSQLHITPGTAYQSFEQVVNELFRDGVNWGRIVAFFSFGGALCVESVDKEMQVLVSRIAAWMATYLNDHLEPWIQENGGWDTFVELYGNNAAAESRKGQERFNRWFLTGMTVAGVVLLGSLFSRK
RGS4-Gao reg: modulators of RGS4 binding to Galphao, primary screen, biochemical, multiplexed bead flow cytometry; actives lie on both sides; binding response (% of control), % at 10 µM; 220,000 tested, 0.33% active; in the data active means binding response below about 49% or above about 150%; inactive means in between;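 further: fluorescent Galphao activated with aluminum fluoride binding bead-coupled RGS4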
ABCG2 block: ABCG2 efflux pump inhibitors, primary screen, multiplex with ABCB1, IgMXP3 cells, flow cytometry; Broad substrate specificity ATP-binding cassette transporter ABCG2 (Homo sapiens), Q9UNQ0; 190,000 tested, 0.1% active; JC-1 efflux; inhibition, % at 6.6 µM;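 active means inhibition above 80%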;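 further: 0% = DMSO and 100% = nicardipine control wells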
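Read-out basis: Efflux inhibition in percent versus controls | Test system: ABCG2 IgMXP3 and barcoded ABCB1 CCRF-Adr cell mix | Quantity: 3 million cells/mL in well | Schedule: 10 min at 25 °C | Control set: Nicardipine as high control, DMSO as low control | Reagent: JC-1 as fluorescent efflux pump substrate | Signal: Flow cytometry of retained JC-1 fluorescence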
RGS8-Gao reg: RGS8-Galphao binding modulators, primary screen, biochemical, multiplexed bead flow cytometry; AID 1423, 2008; response (percent of control binding), % at 10 µM; actives lie on both sides; 220,000 tested, 0.34% active; Guanine nucleotide-binding protein G(o) subunit alpha (Homo sapiens), P09471; in the data active means response below about 60% or above about 140%; inactive means in between;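 further: Galphao activated as the GDP aluminium fluoride complex binding bead-coupled RGS8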
Bcl-B Bim block: inhibitors of Bim-Bcl-B binding, primary screen, biochemical, multiplexed, human Bcl-2 family; Bcl-2-like protein 10 (Homo sapiens), Q9HD36; bead-based flow cytometry, Bim peptide-Bcl-B binding; inhibition, % at 10 µM; 190,000 tested, 0.073% active; AID 951, 2007;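 further: 0% = tracer peptide without compound and 100% = reference inhibitor peptide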
Target sequence (Q9HD36 whole entry, looked up): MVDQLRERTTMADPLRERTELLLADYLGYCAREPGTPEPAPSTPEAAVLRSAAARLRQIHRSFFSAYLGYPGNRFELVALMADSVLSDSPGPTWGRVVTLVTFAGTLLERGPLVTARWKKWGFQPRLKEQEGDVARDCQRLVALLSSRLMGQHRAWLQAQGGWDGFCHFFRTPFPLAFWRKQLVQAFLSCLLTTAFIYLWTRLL
Mcl-1 Bim block: inhibitors of Bim peptide binding to Mcl-1, primary screen, biochemical, bead-based flow cytometry, multiplex | Bim peptide-Mcl-1 binding | inhibition, % at 10 µM | 190,000 tested, 0.1% active | AID 1009, 2008;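 further: 0% = no compound tracer wells and 100% = peptide blocker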
Target sequence (Q07820 whole entry, looked up): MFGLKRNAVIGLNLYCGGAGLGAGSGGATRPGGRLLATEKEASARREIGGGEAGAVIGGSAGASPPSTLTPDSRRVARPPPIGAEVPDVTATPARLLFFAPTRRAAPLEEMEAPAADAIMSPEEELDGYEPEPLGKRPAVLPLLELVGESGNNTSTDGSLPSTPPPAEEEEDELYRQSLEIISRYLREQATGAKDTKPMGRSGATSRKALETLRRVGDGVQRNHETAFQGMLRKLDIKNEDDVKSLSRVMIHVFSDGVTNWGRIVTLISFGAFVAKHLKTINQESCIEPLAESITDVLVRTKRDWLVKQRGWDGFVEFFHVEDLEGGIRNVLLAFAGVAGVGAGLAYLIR
Bim-Bcl-2: inhibitors of Bim-Bcl-2 binding, primary screen, biochemical, multiplexed, human Bcl-2 family | Apoptosis regulator Bcl-2 (Homo sapiens), P10415 | inhibition, % at 10 µM | 190,000 tested, 0.06% active | AID 950, 2007 | Bead-based flow cytometry, Bim peptide-Bcl-2 binding; in the data active means inhibition above about 40%; inconclusive means no clear call, values can overlap the other calls;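 further: 0% = no compound wells with probe peptide and 100% = reference peptide inhibitor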
ABCB1 inh: ABCB1 efflux pump inhibitors, primary screen, cell-based, multiplex, flow cytometry, ABCG2 counter-screen | ATP-dependent translocase ABCB1 (Homo sapiens), P08183 | CCRF-Adr cells, JC-1 efflux | inhibition, % at 6.6 µM | 190,000 tested, 0.067% active | AID 1326, 2008; in the data active means inhibition above about 40%;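 further: 0% = vehicle and 100% = reference inhibitor; higher value means more JC-1 retained so stronger ABCB1 efflux block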
Bim-Bfl-1: inhibitors of Bim binding to Bfl-1, primary screen, biochemical, multiplexed, bead-based flow cytometry | Bcl-2-related protein A1 (Homo sapiens), Q16548 | Bim-Bfl-1 binding inhibition | inhibition, % at 10 µM | 190,000 tested, 0.12% active | AID 1008, 2008;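 further: 0% = wells without compound plus tracer and 100% = blocker peptide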
Bcl-W Bim block: inhibitors of Bim binding to Bcl-W, primary screen, biochemical, multiplexed, bead-based flow cytometry | Bim peptide-Bcl-W binding | inhibition, % at 10 µM | 190,000 tested, 0.02% active | AID 952, 2007;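 further: 0% = bound tracer without compound and 100% = peptide blocker; higher means less fluorescent Bim peptide bound to Bcl-W beads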
Target sequence (Q92843 whole entry, looked up): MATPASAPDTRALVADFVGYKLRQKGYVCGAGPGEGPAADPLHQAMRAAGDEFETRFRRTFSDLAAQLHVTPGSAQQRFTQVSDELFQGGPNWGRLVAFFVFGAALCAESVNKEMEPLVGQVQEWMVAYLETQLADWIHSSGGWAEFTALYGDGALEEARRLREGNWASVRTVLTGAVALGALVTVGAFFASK
* hit, by the source's call; ? = inconclusive. Unless noted, no stated cut-off is given here; in the data, active means inhibition above about 40%.

SMILES	RGS7-Gao	Bim-Bcl-XL	RGS4-Gao reg	ABCG2 block	RGS8-Gao reg	Bcl-B Bim block	Mcl-1 Bim block	Bim-Bcl-2	ABCB1 inh	Bim-Bfl-1	Bcl-W Bim block
N#CC1=C(N2CCCCC2)c2cc3c(n2C1=O)CCCC3	100	-1	101	7	101	-5	4	-8	0.7	-10	2
Cc1ccc(OCc2nnc(NC(=O)OCC(C)C)s2)cc1	102	2	96	0	101	-6	0	-7	0.0	-8	3
O=C(O)CNC(=O)CC12CC3CC(CC(C3)C1)C2	94	2	92	1	98	0	0	1	0.4	1	0
CCOC(=O)N1CCN(C(=O)c2cnsn2)CC1	105	-3	101	1	96	0	1	-4	0.4	-2	-2
O=C(NC1CCCCC1)c1cc(Cl)nc2ccccc12	96	6	95	9	75	3	2	18	0.2	10	7
CCC1(C)Cc2c(sc3nnn(CC(=O)Nc4ccc(Cl)cc4)c(=O)c23)CO1 (stereo not drawn)	95	-1	100	0	100	2	0	0	0.2	-1	-1
CN(C)CCNc1nc2c(c(=O)[nH]c(=O)n2C)n1CC(O)COc1ccc(Cl)cc1 (stereo not drawn)	101	-3	101	-1	103	-2	0	-9	2.6	-5	0
CC(=O)C(C(C)=O)c1c(Cl)c(O)c(O)c2c(C(=O)c3ccccc3)coc12	84	5	94	-1	87	0	0	12	-0.6	28	21
CC(O)c1nc2ccccc2n1Cc1nnc(-c2ccc(Cl)cc2)o1 (stereo not drawn)	95	2	101	2	101	-10	-2	-11	1.0	-16	-1
Cc1ccc(OCC2Cn3c(nc4c3c(=O)n(C)c(=O)n4C)O2)cc1 (stereo not drawn)	100	-11	102	33	98	-10	-6	-9	2.8	-21	1
CCn1c(CNC(=O)c2ccco2)nnc1SCC(=O)Nc1cc(C(F)(F)F)ccc1Cl	95	-1	93	4	97	0	0	-2	0.8	-5	0
Cc1ccc(-n2cc(C(C)(C)C)[nH]c2=S)cc1	104	6	97	2	85	-25	2	1	0.7	20	8
O=C(Nc1ccncc1)Nc1ccc(F)cc1F	92	0	92	8	96	-2	-2	-1	0.3	-6	0
NNc1nnc(-c2ccccc2)c(-c2ccccc2)n1	96	8	98	2	97	2	4	6	0.4	7	0
COc1ccc(OC)c(/C(C)=N/Nc2ccc(C(=O)O)cc2)c1	105	-4	98	4	99	-7	0	-5	0.7	-7	-4

Sorted by heavy-atom count (smallest number first): part of the list above
SMILES	RGS7-Gao	Bim-Bcl-XL	RGS4-Gao reg	ABCG2 block	RGS8-Gao reg	Bcl-B Bim block	Mcl-1 Bim block	Bim-Bcl-2	ABCB1 inh	Bim-Bfl-1	Bcl-W Bim block
O=C(NC1CCCCC1)c1cc(Cl)nc2ccccc12	96	6	95	9	75	3	2	18	0.2	10	7
Cc1ccc(OCc2nnc(NC(=O)OCC(C)C)s2)cc1	102	2	96	0	101	-6	0	-7	0.0	-8	3
CN(C)CCNc1nc2c(c(=O)[nH]c(=O)n2C)n1CC(O)COc1ccc(Cl)cc1 (stereo not drawn)	101	-3	101	-1	103	-2	0	-9	2.6	-5	0

An excerpt of these results, with two lines to a compound:
Values in the order – RGS7-Gao, Bim-Bcl-XL, RGS4-Gao reg, ABCG2 block, RGS8-Gao reg, Bcl-B Bim block, Mcl-1 Bim block, Bim-Bcl-2, ABCB1 inh, Bim-Bfl-1, Bcl-W Bim block
CCn1c(CNC(=O)c2ccco2)nnc1SCC(=O)Nc1cc(C(F)(F)F)ccc1Cl
 : 95, -1, 93, 4, 97, 0, 0, -2, 0.8, -5, 0
Cc1ccc(-n2cc(C(C)(C)C)[nH]c2=S)cc1
 : 104, 6, 97, 2, 85, -25, 2, 1, 0.7, 20, 8

Further structures follow:
SMILES	RGS7-Gao	Bim-Bcl-XL	RGS4-Gao reg	ABCG2 block	RGS8-Gao reg	Bcl-B Bim block	Mcl-1 Bim block	Bim-Bcl-2	ABCB1 inh	Bim-Bfl-1	Bcl-W Bim block
Cc1nc(NCCCN2CCOCC2)c2oc3ccccc3c2n1	99	-1	103	1	104	-2	1	-3	0.5	-4	0
CCOc1ccc(NC(=S)Nc2cccc3cnccc23)cc1	103	-6	102	4	102	-7	-4	0	3.9	0	-6
C/C(=N\OC(=O)c1cccc(C)c1)c1sc(-c2ccccc2)nc1C	102	-8	107	6	101	-11	-7	-10	-0.5	-17	0
Cc1ccc(C(=O)NC2(C(F)(F)F)NC(=O)N(c3ccc(Cl)cc3)C2=O)cc1 (stereo not drawn)	101	-3	103	2	103	-9	-6	-5	0.5	-1	-2
COc1ccc([N+](=O)[O-])cc1NC(=O)c1ccc(CN(c2ccc(C)c(C)c2)S(C)(=O)=O)cc1	101	-3	102	3	100	-2	0	0	0.2	1	1
CCCCCCn1cc(C(=O)O)c(=O)c2ccccc21	100	-4	100	19	101	-7	1	-2	0.7	0	-1
CCc1ccc2c(CN3CCN(S(=O)(=O)c4cccs4)CC3)cc(=O)oc2c1	104	-10	105	12	102	-11	-6	-14	2.0	-18	-5
Cc1nnc(NC(=O)Oc2ccccc2)s1	103	-5	101	1	101	-8	-4	-5	0.2	-7	1
C/C(=N\NC(=O)c1ccccc1[N+](=O)[O-])c1ccc(Br)s1	99	-5	95	19	101	-6	-1	-7	0.8	-7	-3
COc1ccc(C(=O)OCCCN(C)C)cc1OC	104	-2	102	0	103	-6	-4	-1	0.0	-2	-3
CCN(CC)CCN1C(=O)C(=O)/C(=C(/O)c2ccc(Cl)cc2)C1c1ccncc1 (stereo not drawn)	120	-2	122	5	122	3	-2	-6	-0.5	-3	3
Cc1n(CC(=O)c2ccc(F)cc2)c2ccccc2[n+]1C	96	0	88	0	95	-4	-6	-3	0.2	-3	0
CCCN(CCC)C(=O)Cn1ccc(=N)c2ccccc21	93	-1	97	1	89	-3	-2	1	0.1	-3	-1
COCC(=O)NC1CCN(C(=O)NCc2ccccc2)CC1	97	4	95	0	98	2	0	1	-0.1	0	2
O=C(NCc1ccccn1)c1cc(-c2ccccc2)on1	103	-3	101	3	100	-6	-1	-3	0.4	-4	-5

For convenience, some entries already given.
SMILES	RGS7-Gao	Bim-Bcl-XL	RGS4-Gao reg	ABCG2 block	RGS8-Gao reg	Bcl-B Bim block	Mcl-1 Bim block	Bim-Bcl-2	ABCB1 inh	Bim-Bfl-1	Bcl-W Bim block
CC(=O)C(C(C)=O)c1c(Cl)c(O)c(O)c2c(C(=O)c3ccccc3)coc12	84	5	94	-1	87	0	0	12	-0.6	28	21
CC(O)c1nc2ccccc2n1Cc1nnc(-c2ccc(Cl)cc2)o1 (stereo not drawn)	95	2	101	2	101	-10	-2	-11	1.0	-16	-1
Cc1ccc(OCC2Cn3c(nc4c3c(=O)n(C)c(=O)n4C)O2)cc1 (stereo not drawn)	100	-11	102	33	98	-10	-6	-9	2.8	-21	1
CCn1c(CNC(=O)c2ccco2)nnc1SCC(=O)Nc1cc(C(F)(F)F)ccc1Cl	95	-1	93	4	97	0	0	-2	0.8	-5	0
Cc1ccc(-n2cc(C(C)(C)C)[nH]c2=S)cc1	104	6	97	2	85	-25	2	1	0.7	20	8
O=C(Nc1ccncc1)Nc1ccc(F)cc1F	92	0	92	8	96	-2	-2	-1	0.3	-6	0
NNc1nnc(-c2ccccc2)c(-c2ccccc2)n1	96	8	98	2	97	2	4	6	0.4	7	0

More entries
SMILES	RGS7-Gao	Bim-Bcl-XL	RGS4-Gao reg	ABCG2 block	RGS8-Gao reg	Bcl-B Bim block	Mcl-1 Bim block	Bim-Bcl-2	ABCB1 inh	Bim-Bfl-1	Bcl-W Bim block
COc1ccccc1NC(=O)CNc1ccc(F)c(Cl)c1	97	-9	98	16	102	-10	-7	-5	0.0	-5	-3
Oc1ccccc1N=Cc1ccc[nH]1	91	-7	79	2	96	-5	-3	-5	0.9	-3	-4
O=C1CC(c2cccc(Cl)c2)CC(O)=C1C=NCCCO (stereo not drawn)	91	-8	98	4	99	-10	-1	-14	0.4	-15	-2
CN(C)c1ccc(/C=N/NC(=O)c2ccc(Cn3cc(Br)cn3)o2)cc1	100	-4	99	1	101	-5	-3	1	0.5	0	0
CCSc1ccccc1C(=O)NCc1ccc(S(N)(=O)=O)cc1	98	-9	100	-1	102	-9	-3	-10	0.4	-16	-2
COc1ccc(C2C(C#N)=C(/N=C/N3CCN(C)CC3)OC3=C2C(=O)CC(C)(C)C3)cc1 (stereo not drawn)	103	4	102	0	100	-1	0	-5	0.3	-8	1
O=C(CCCC(=O)NCc1ccc(F)cc1)NCc1ccc(F)cc1	104	0	102	2	100	-4	0	-1	0.6	-5	-1
Cc1cc(-n2c(=O)c(C#N)cc3c(=O)n4ccccc4nc32)no1	86	6	89	2	81	11	0	5	0.2	6	8
CCOC(=O)C1CCN(S(=O)(=O)c2ccc(OC)c(Cl)c2Cl)CC1	98	-5	95	29	98	-6	-1	-15	0.5	-16	1
Cc1ccc(S(=O)(=O)Nn2c(C)ccc2C)cc1	101	-1	93	0	100	0	0	0	-0.2	5	2
CNC(=O)NC(=S)NC(=O)c1cccc(Cl)c1	93	-3	97	4	102	-2	-4	-5	0.2	-5	-2
CCN(CC)C(=O)c1ccc(N)cc1	100	-3	101	0	102	-4	0	0	0.0	-3	-2
Cc1ccc(NC(=O)Cc2c(C(=O)O)n(C)c3ccccc23)cc1F	106	-1	101	1	101	0	-2	-3	0.9	-2	0
O=C(CN1CCC(n2nnc3cc(F)ccc32)CC1)NCCc1nc2ccccc2[nH]1	96	-1	97	0	101	-9	-3	-7	0.0	-11	0
O=[N+]([O-])c1c(NCc2ccccc2)cc(N2CCc3ccccc3C2)c2nonc12	100	-9	101	27	102	-10	-3	-11	4.6	-10	-4
Cc1cnc(NC2=NCCC2)s1	102	0	99	1	100	-2	-3	-4	1.1	-2	0
CC(C)=CCN1CCN(Cc2ccc(C)s2)CC1CCO (stereo not drawn)	?	-2	101	-2	100	4	0	0	-1.2	7	-3
CCC1CCCCN1C(=O)CSc1nnc(-c2cccs2)o1 (stereo not drawn)	104	-5	99	31	100	-10	-4	-5	1.4	-18	0
CCCCCCCC1CC(/C(C)=N/NC(N)=O)OC1=O (stereo not drawn)	100	-4	100	-8	99	-5	-3	4	-1.5	2	-2
CC(C)CCNC(=O)C(C)N(C(=O)Cn1nnc(-c2ccc(F)cc2)n1)C1CCCC1 (stereo not drawn)	107	-1	100	14	101	-3	-3	-2	1.8	-4	0

Not a hit list; about 0.94% have a hit in one of these screens.
